Screening results: PubChem, several laboratories
JNK3 blocker: inhibitors of human JNK3 kinase. inhibition, % at 8 µM. purified JNK3 kinase activity, HTS. P53779. 60,000 tested, 0.61% active; in the data active = inhibition above about 17%;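 also: 0% = DMSO and 100% = reference inhibitor; many of its hits are not listed in these tables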
Cdc25B block: human M-phase inducer phosphatase 2 inhibition. P30305. 65,000 tested, 0.1% active. inhibition, %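 (compounds tested at 10 µM final in the well)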. recombinant Cdc25B, OMFP fluorescence Ex485/Em525; in the data active = inhibition above about 50%
Fluor 339 460: intrinsic fluorescence of library compounds, ex339/em460 – biochemical, MLSMR library, data from DPM-DC assay, artefact control, profiling panel | 65,000 tested, 5.5% active | fluorescence fold increase at 10 µM | compound autofluorescence, ex339/em460 nm, NADH buffer; stronger effect = higher value; 1 = no-compound wells, NADH background | AID 709;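 active = at 10 µM, mean starting fluorescence two-fold or more over control wells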;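 also: signal is the first read of a kinetic run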
A340 absorber: compound absorbs light at 340 nm; AID 708; compound absorbance at 340 nm, fold over control; 65,000 tested, under 10 active; fold change at 10 µM;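 active = at 10 µM dose, initial 340 nm absorbance at least 2 fold that of control wells; inactive = change under 2 fold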;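 also: initial absorbance extrapolated from kinetic A340 decline of NADH oxidation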
MKP-1 inh: inhibitors of human MKP-1 phosphatase; recombinant MKP-1, OMFP hydrolysis fluorescence; inhibition, %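 (compounds tested at a single concentration somewhere between 10 and 100 µM)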; 65,000 tested, 0.15% active;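 active = inhibition above about 50%, limit read from the data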;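 also: 0% = DMSO max control wells and 100% = wells with enzyme stopped by NaOH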
PKA inh: inhibitors of human protein kinase A | P17612 | inhibition, % at 6 µM | PKA Kemptide phosphorylation, Kinase-Glo ATP luminescence | 65,000 tested, 0.1% active;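 active = inhibition above the screen-wide mean inhibition plus 3 SD, cut at about 21% in these data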; also: many of its hits are not listed in these tables
Hsp90 inh: displaces geldanamycin probe from tumor Hsp90 | P07900 | inhibition, % at 30 µM | 64,000 tested, 0.35% active | NCI-N417 lysate Hsp90, Cy3B-geldanamycin FP displacement;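 active = inhibition above 50%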;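 also: 0% = tracer plus lysate wells and 100% = tracer alone without lysate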
Her2 expr inh: Her2 kinase expression inhibition; SKBR-3 HER2 protein level, AlphaScreen, 18-24 h; stronger effect = lower value; HER2 level % of control, % at 10 µM; 65,000 tested, 0.69% active; AID 645;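 active = HER2 level under 5% of the carrier-only control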;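 also: 100% = DMSO carrier and 0% = 500 nM PU-H71 HSP90 inhibitor; lower value means stronger loss of Her2 protein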
ROCK2 blocker: ROCK2 (human) kinase inhibition. O75116. purified ROCK2, Kinase-Glo ATP depletion luminescence. inhibition, % at 6 µM. 60,000 tested, 0.35% active. AID 604;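 active = inhibition above the screen-wide mean inhibition plus 3 SD, cut at about 18% in these data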;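 also: plate controls were DMSO wells for no effect and Y-27632 control wells after no-enzyme background subtraction for full effect; many of its hits are not listed in these tables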
Target sequence (O75116 whole entry, looked up): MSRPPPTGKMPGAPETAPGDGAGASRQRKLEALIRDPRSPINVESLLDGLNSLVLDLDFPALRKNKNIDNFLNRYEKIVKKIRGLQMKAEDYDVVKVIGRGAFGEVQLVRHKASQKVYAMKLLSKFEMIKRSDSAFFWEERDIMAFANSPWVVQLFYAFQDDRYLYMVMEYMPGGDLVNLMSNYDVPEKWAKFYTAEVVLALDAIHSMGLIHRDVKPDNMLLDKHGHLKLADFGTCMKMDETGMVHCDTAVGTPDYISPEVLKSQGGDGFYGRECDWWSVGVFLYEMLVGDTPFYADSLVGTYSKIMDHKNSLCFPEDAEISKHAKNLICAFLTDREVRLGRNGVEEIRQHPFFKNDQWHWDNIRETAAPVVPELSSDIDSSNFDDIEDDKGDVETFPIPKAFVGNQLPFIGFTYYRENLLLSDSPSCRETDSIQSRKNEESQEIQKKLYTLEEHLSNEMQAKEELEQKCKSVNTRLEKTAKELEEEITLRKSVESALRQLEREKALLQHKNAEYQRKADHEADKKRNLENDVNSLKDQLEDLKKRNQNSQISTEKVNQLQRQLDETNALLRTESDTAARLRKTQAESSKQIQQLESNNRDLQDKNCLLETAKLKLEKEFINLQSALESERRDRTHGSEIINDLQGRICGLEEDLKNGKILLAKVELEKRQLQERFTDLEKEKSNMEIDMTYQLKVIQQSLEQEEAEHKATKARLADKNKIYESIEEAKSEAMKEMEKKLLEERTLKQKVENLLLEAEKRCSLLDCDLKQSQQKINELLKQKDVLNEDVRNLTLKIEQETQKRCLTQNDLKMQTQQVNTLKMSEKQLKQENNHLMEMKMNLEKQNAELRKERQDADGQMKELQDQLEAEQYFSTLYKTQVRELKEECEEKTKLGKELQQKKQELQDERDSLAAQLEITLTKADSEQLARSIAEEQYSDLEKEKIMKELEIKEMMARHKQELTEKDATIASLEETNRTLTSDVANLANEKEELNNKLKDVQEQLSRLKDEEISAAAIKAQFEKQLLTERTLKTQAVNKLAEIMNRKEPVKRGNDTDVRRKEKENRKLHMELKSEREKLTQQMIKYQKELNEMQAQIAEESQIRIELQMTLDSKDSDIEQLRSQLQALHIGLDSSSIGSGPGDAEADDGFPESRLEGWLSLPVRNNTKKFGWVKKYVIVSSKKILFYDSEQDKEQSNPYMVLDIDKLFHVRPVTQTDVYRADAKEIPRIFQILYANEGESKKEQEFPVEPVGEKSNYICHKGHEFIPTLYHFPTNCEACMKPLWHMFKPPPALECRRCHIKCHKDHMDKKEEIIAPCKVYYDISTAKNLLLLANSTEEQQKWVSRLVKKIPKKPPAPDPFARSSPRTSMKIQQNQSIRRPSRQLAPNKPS
* marks the source's active call; other numbers are inactive results. These rows are one share of the data (hit frequency here may not be typical).

Screening C=CCn1c(SCc2ccccc2C#N)nnc1-c1ccccc1O returned JNK3 blocker 2, Cdc25B block -4, Fluor 339 460 1.1, A340 absorber 1, MKP-1 inh 28, PKA inh -3, Hsp90 inh 1, Her2 expr inh 96 and ROCK2 blocker 1.
O=C(CSc1nc2ccccc2n1CC(=O)N1CCCC1)Nc1nccs1 was read as JNK3 blocker 5, Cdc25B block 13, Fluor 339 460 1, A340 absorber 0.99, MKP-1 inh 3, PKA inh 1, Hsp90 inh -1, Her2 expr inh 80 and ROCK2 blocker 4.
For COc1ccc(S(=O)(=O)NCCC(=O)NCc2cccs2)cc1 the results were JNK3 blocker 4, Cdc25B block -2, Fluor 339 460 1, A340 absorber 1, MKP-1 inh 35, PKA inh 4, Hsp90 inh -5, Her2 expr inh 109 and ROCK2 blocker 0.
`CCOC(=O)C1CCN(C(=O)c2cnn3c(C)cc(C)nc23)CC1` gave JNK3 blocker -4, Cdc25B block 8, Fluor 339 460 3.5*, A340 absorber 0.96, MKP-1 inh 7, PKA inh 2, Hsp90 inh 3, Her2 expr inh 88 and ROCK2 blocker 3.
`CCNc1nc2nonc2nc1NCC` gave JNK3 blocker 0, Cdc25B block -8, Fluor 339 460 1.1, A340 absorber 1.1, MKP-1 inh -37, PKA inh 9, Hsp90 inh 2, Her2 expr inh 89 and ROCK2 blocker 10.
`O=C(NCCCC(=O)N1CCOCC1)c1cccnc1` gave JNK3 blocker -2, Cdc25B block 1, Fluor 339 460 1.1, A340 absorber 0.99, MKP-1 inh 21, PKA inh 2, Hsp90 inh 1, Her2 expr inh 104 and ROCK2 blocker 2.
Screening COc1ccc(N2CCN(c3nc(NCCc4ccc(OC)c(OC)c4)nc(OC)n3)CC2)cc1 returned JNK3 blocker -9, Cdc25B block -2, Fluor 339 460 1.1, A340 absorber 1, MKP-1 inh 2, PKA inh -3, Hsp90 inh -1, Her2 expr inh 74 and ROCK2 blocker -6.
`CCC(CC)C(=O)NCc1ccccc1Cl` gave JNK3 blocker 3, Cdc25B block 4, Fluor 339 460 1.1, A340 absorber 1.1, MKP-1 inh -2, PKA inh 1, Hsp90 inh -3, Her2 expr inh 90 and ROCK2 blocker 1.
CCCCCn1c(S(=O)(=O)O)nc2ccccc21 was read as JNK3 blocker 6, Cdc25B block 13, Fluor 339 460 1, A340 absorber 1, MKP-1 inh 2, PKA inh 8, Hsp90 inh 1, Her2 expr inh 145 and ROCK2 blocker 2.
For CCn1c(=O)cc(SCC(=O)N2CCN(C(=O)c3ccco3)CC2)c2ccccc21 the results were Cdc25B block -4, Fluor 339 460 1.4, A340 absorber 1.1, MKP-1 inh 26, PKA inh 7, Hsp90 inh -1 and Her2 expr inh 94.
CC(=O)Nc1nc(C)c(Cc2ccccc2)c(=O)[nH]1 was read as JNK3 blocker 1, Cdc25B block -8, Fluor 339 460 1.1, A340 absorber 1, MKP-1 inh 5, PKA inh -1, Hsp90 inh -3, Her2 expr inh 142 and ROCK2 blocker 0.
`CCOc1ccc(-n2c3nc4ccccc4nc3c3c(=O)n(Cc4ccco4)cnc32)cc1` gave JNK3 blocker 12, Cdc25B block 0, Fluor 339 460 1.1, A340 absorber 1, MKP-1 inh 34, PKA inh 6, Hsp90 inh -7, Her2 expr inh 125 and ROCK2 blocker 6.
For Cc1ccc(OCc2nnc(NC(=O)c3ccco3)s2)c(C)c1 the results were JNK3 blocker -5, Cdc25B block 3, Fluor 339 460 1, A340 absorber 1.1, MKP-1 inh -15, PKA inh 1, Hsp90 inh -9, Her2 expr inh 109 and ROCK2 blocker -15.
COc1ccc(NC(=O)CCNC(=O)Cn2cnc3ccccc3c2=O)c(OC)c1 was read as JNK3 blocker 7, Cdc25B block 2, Fluor 339 460 1.1, A340 absorber 0.97, MKP-1 inh 1, PKA inh 1, Hsp90 inh -2, Her2 expr inh 83 and ROCK2 blocker 4.
CNc1ccc(C(O)(C(F)(F)F)C(F)(F)F)cc1C(O)(C(F)(F)F)C(F)(F)F was read as JNK3 blocker -2, Cdc25B block 0, Fluor 339 460 1, A340 absorber 0.97, MKP-1 inh 6, PKA inh 3, Hsp90 inh -2, Her2 expr inh 80 and ROCK2 blocker 2.
NC(=O)CSc1nnc(-c2cc3ccccc3o2)n1Cc1ccccc1 was read as JNK3 blocker -4, Cdc25B block -7, Fluor 339 460 1.1, A340 absorber 0.99, MKP-1 inh -4, PKA inh -2, Hsp90 inh -4, Her2 expr inh 99 and ROCK2 blocker 1.
Screening Cc1cc(C)nc(N2CCCC(C(=O)NCCc3ccc(F)cc3)C2)n1 (stereo not drawn) returned JNK3 blocker 0, Cdc25B block 2, Fluor 339 460 1.3, A340 absorber 0.99, MKP-1 inh -21, PKA inh -2, Hsp90 inh 3, Her2 expr inh 103 and ROCK2 blocker -2.
For CCOC(=O)C(C)Sc1nnc(Cc2cc(=O)[nH]c(=O)[nH]2)n1-c1cccc(OC)c1 (stereo not drawn) the results were JNK3 blocker 1, Cdc25B block -3, Fluor 339 460 1.1, A340 absorber 1, MKP-1 inh 7, PKA inh 6, Hsp90 inh 0, Her2 expr inh 96 and ROCK2 blocker 6.
`CC(=O)Nc1ccc(S(=O)(=O)N(C)S(=O)(=O)c2ccc(F)cc2)cc1` gave JNK3 blocker -4, Cdc25B block -15, Fluor 339 460 0.72, A340 absorber 1, MKP-1 inh 22, PKA inh 6, Hsp90 inh 2, Her2 expr inh 97 and ROCK2 blocker 6.
Screening COc1ccc(Cl)cc1NC(=O)CSc1ncnc2c1oc1ccccc12 returned JNK3 blocker -3, Cdc25B block 12, Fluor 339 460 1.1, A340 absorber 1.1, MKP-1 inh 5, PKA inh 7, Hsp90 inh -11, Her2 expr inh 75 and ROCK2 blocker 7.

Brought forward from above: 3 compounds, followed by the next part.
For CCOC(=O)C(C)Sc1nnc(Cc2cc(=O)[nH]c(=O)[nH]2)n1-c1cccc(OC)c1 (stereo not drawn) the results were JNK3 blocker 1, Cdc25B block -3, Fluor 339 460 1.1, A340 absorber 1, MKP-1 inh 7, PKA inh 6, Hsp90 inh 0, Her2 expr inh 96 and ROCK2 blocker 6.
`CC(=O)Nc1ccc(S(=O)(=O)N(C)S(=O)(=O)c2ccc(F)cc2)cc1` gave JNK3 blocker -4, Cdc25B block -15, Fluor 339 460 0.72, A340 absorber 1, MKP-1 inh 22, PKA inh 6, Hsp90 inh 2, Her2 expr inh 97 and ROCK2 blocker 6.
Screening COc1ccc(Cl)cc1NC(=O)CSc1ncnc2c1oc1ccccc12 returned JNK3 blocker -3, Cdc25B block 12, Fluor 339 460 1.1, A340 absorber 1.1, MKP-1 inh 5, PKA inh 7, Hsp90 inh -11, Her2 expr inh 75 and ROCK2 blocker 7.
Screening CCOc1ccccc1Nc1nnc(SCC(=O)Nc2cc(C)on2)s1 returned JNK3 blocker -5, Cdc25B block 25, Fluor 339 460 1.1, A340 absorber 1.1, MKP-1 inh 15, PKA inh 4, Hsp90 inh -1, Her2 expr inh 73 and ROCK2 blocker -2.
For CCOc1ccc(S(=O)(=O)NCCCN2CCOCC2)c2ccccc12 the results were JNK3 blocker 1, Cdc25B block 4, Fluor 339 460 1.2, A340 absorber 1, MKP-1 inh 6, PKA inh 9, Hsp90 inh -1, Her2 expr inh 101 and ROCK2 blocker 4.
`CC(=O)c1cnc2nc(C)nn2c1C` gave JNK3 blocker -4, Cdc25B block 5, Fluor 339 460 1.1, A340 absorber 1, MKP-1 inh -3, PKA inh 0, Hsp90 inh -8, Her2 expr inh 84 and ROCK2 blocker -3.
Nc1cc(N)nc(SCc2cccnc2)n1 was read as JNK3 blocker -3, Cdc25B block -1, Fluor 339 460 1.1, A340 absorber 1.1, MKP-1 inh 0, PKA inh 7, Hsp90 inh -2, Her2 expr inh 112 and ROCK2 blocker 8.
`Cc1ccccc1Cn1nc(C)c(NC(=O)c2cc(-c3cccs3)on2)c1C` gave JNK3 blocker 1, Cdc25B block 9, Fluor 339 460 1.1, A340 absorber 1, MKP-1 inh 10, PKA inh 1, Hsp90 inh 0, Her2 expr inh 68 and ROCK2 blocker 6.
Screening CCOc1ccc(-c2[nH]ncc2Oc2ccccc2OCC)c(O)c1 returned JNK3 blocker -4, Cdc25B block 0, Fluor 339 460 1.1, A340 absorber 1, MKP-1 inh 22, PKA inh 6, Hsp90 inh -1, Her2 expr inh -18* and ROCK2 blocker 2.
Screening CN(C)CCNC(=O)NC1CCCCC1 returned JNK3 blocker 0, Cdc25B block -8, Fluor 339 460 1.1, A340 absorber 1, MKP-1 inh 13, PKA inh 6, Hsp90 inh 1, Her2 expr inh 79 and ROCK2 blocker 0.
Screening COc1ccccc1C(=O)Oc1ccc(N2C(=O)CCC2=O)cc1 returned JNK3 blocker 2, Cdc25B block 4, Fluor 339 460 1.1, A340 absorber 1.1, MKP-1 inh 8, PKA inh 1, Hsp90 inh 0, Her2 expr inh 112 and ROCK2 blocker 1.
CCOC(=O)N1CCC(NC(=O)c2cc3cc4cc(OC)ccc4nc3o2)CC1 was read as JNK3 blocker -1, Cdc25B block 10, Fluor 339 460 5.1*, A340 absorber 1.1, MKP-1 inh 11, PKA inh 14, Hsp90 inh -2, Her2 expr inh 96 and ROCK2 blocker 7.
CCn1c(SCC(=O)N2CCN(c3ccc(Cl)cc3)CC2)nc2ccccc2c1=O was read as JNK3 blocker 2, Cdc25B block -10, Fluor 339 460 1.1, A340 absorber 1, MKP-1 inh 3, PKA inh 5, Hsp90 inh -1, Her2 expr inh 133 and ROCK2 blocker 3.
For COC(=O)[C@H](C)NC(=O)NCc1ccccc1F the results were JNK3 blocker -7, Cdc25B block -10, Fluor 339 460 1.1, A340 absorber 0.98, MKP-1 inh 17, PKA inh 7, Hsp90 inh 0, Her2 expr inh 79 and ROCK2 blocker 1.
For O=C(CSc1ccc2nnc(-c3ccccn3)n2n1)NCC1CCCO1 (stereo not drawn) the results were JNK3 blocker 6, Cdc25B block -7, Fluor 339 460 1.4, A340 absorber 1, MKP-1 inh -4, PKA inh 2, Hsp90 inh -8, Her2 expr inh 105 and ROCK2 blocker 5.
Screening C/C(=C\c1ccco1)C1C(C#N)=C(N)Oc2n[nH]c(-c3ccccc3)c21 (stereo not drawn) returned Cdc25B block -8, Fluor 339 460 1.1, A340 absorber 1.1, MKP-1 inh 10 and Her2 expr inh 120.
`CCCCCN(C(=O)NC(=O)NCCCC)S(C)(=O)=O` gave JNK3 blocker -1, Cdc25B block -8, Fluor 339 460 1.1, A340 absorber 1, MKP-1 inh 22, PKA inh 5, Hsp90 inh 0, Her2 expr inh 73 and ROCK2 blocker 2.
Screening COC(=O)c1c(NC(=O)CSc2nncs2)sc2c1CCCCC2 returned JNK3 blocker 3, Cdc25B block 3, Fluor 339 460 1.1, A340 absorber 1, MKP-1 inh -2, PKA inh 14, Hsp90 inh -4, Her2 expr inh 56 and ROCK2 blocker 2.
`O=C(NCCn1cccc1)c1cccc2ccccc12` gave JNK3 blocker -2, Cdc25B block -1, Fluor 339 460 1.1, A340 absorber 1, MKP-1 inh 1, PKA inh 2, Hsp90 inh -14, Her2 expr inh 179 and ROCK2 blocker 1.
For O=C(COc1ccc2c(c1)OCO2)Nc1ccc2c(c1)oc1ccccc12 the results were JNK3 blocker -9, Cdc25B block 2, Fluor 339 460 1.2, A340 absorber 1, MKP-1 inh 13, PKA inh 7, Hsp90 inh 3, Her2 expr inh 88 and ROCK2 blocker 9.
`CS(=O)(=O)N(CC(=O)N1CCCC1)c1cccc(Cl)c1` gave JNK3 blocker 2, Cdc25B block -6, Fluor 339 460 1.1, A340 absorber 1, MKP-1 inh -2, PKA inh 3, Hsp90 inh -4, Her2 expr inh 113 and ROCK2 blocker 2.
Screening FC(F)(F)c1ccc2c(c1)nc1n2CCCC1 returned JNK3 blocker 6, Cdc25B block -11, Fluor 339 460 1, A340 absorber 1.1, MKP-1 inh 9, PKA inh 5, Hsp90 inh 3, Her2 expr inh 106 and ROCK2 blocker 3.
